ASAP1 inh: inhibitors of human ASAP1 ArfGAP activity; Q9ULH1; ASAP1-stimulated ARF1 GTP hydrolysis, GDP FP detection; inhibition, % at 16.5 µM; 360,000 tested, 0.19% active; in the data active = inhibition above about 25%;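 note: 0% = vehicle with enzyme and substrate and 100% = no enzyme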
Target sequence (Q9ULH1 325-724 limits assumed): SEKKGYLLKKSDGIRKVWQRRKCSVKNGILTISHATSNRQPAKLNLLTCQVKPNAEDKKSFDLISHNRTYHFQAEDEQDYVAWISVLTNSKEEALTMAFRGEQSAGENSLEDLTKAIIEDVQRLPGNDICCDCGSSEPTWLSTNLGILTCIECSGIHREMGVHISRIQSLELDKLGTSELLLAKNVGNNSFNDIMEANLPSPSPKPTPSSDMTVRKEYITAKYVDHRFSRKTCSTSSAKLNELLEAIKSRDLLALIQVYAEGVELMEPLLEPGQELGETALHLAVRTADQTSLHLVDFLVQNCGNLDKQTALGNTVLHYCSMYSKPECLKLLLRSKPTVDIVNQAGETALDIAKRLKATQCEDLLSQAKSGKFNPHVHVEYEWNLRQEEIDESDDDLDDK
PLC-gamma1 inh: PLC-gamma1 (human) inhibition, primary screen; AID 720700; purified PLC-gamma1, fluorogenic substrate, fluorescence; inhibition, % at 12.2 µM; 370,000 tested, 0.84% active; P19174; in the data active = inhibition above about 9.5%
PLC-beta3 inh: inhibitors of human phospholipase C beta3. Purified PLC-beta3, fluorogenic substrate, fluorescence. 370,000 tested, 0.18% active. Q01970. inhibition, % at 12.2 µM. AID 720704; in the data active = inhibition above about 11%;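 note: 0% = median of compound wells on plate and 100% = full blocker control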
UHRF1 binding: blocks human UHRF1 binding to methylated DNA; Q96T88; UHRF1 binding to methylated oligo, TR-FRET; inhibition, % at 4.4 µM; 370,000 tested, 0.75% active; AID 687016; in the data active = inhibition above about 21%;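 note: UHRF1 SRA domain binding a hemimethylated CpG hairpin DNA probe; 0% = median of test compound wells and 100% = reference inhibitor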
NR1D1 modulator: modulators of human Rev-erb alpha DNA binding | 370,000 tested, 0.79% active | activity, % at 10 µM | P20393 | Rev-erbα–FITC-DNA binding, fluorescence polarization, 90 min;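 active = activity above about 14%, limit read from the data; passing the limit was not always enough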;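 note: 0% = DMSO wells with 35 nM protein and 100% = DMSO wells with 750 nM protein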
Tn7 DDE FP: DD(E)-Tn7 binding inhibition, primary FP screen; P02675; FP displacement of FITC-Tn7 peptide from fibrin DD(E); 0% = median of compound wells per plate; inhibition, % at 8.3 µM; 370,000 tested, 0.13% active;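 active = inhibition above the mean of compounds falling within the control limits plus 3 SD of them, cut at about 14% in these data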;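 note: 0% = plate median of compound wells and 100% = 10 µM Aha-Tn7 peptide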
Target sequence (P02675 whole entry, looked up): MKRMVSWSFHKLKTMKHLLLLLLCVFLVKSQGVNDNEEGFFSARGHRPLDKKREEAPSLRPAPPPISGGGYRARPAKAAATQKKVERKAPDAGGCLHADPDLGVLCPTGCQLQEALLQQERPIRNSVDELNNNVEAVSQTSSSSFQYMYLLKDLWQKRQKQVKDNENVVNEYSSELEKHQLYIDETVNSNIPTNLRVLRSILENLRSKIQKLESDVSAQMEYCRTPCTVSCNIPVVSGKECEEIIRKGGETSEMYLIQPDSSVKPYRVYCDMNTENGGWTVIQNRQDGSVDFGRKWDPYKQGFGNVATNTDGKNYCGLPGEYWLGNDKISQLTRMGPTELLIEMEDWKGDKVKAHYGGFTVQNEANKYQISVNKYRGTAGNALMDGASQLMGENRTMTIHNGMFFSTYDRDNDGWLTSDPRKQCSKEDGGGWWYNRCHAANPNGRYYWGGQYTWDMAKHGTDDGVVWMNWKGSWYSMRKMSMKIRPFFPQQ
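Test system – human fibrin DD(E) · Times – 10 min preincubation, 3 h with tracer, room temperature · Detection – fluorescence polarization of the labelled Tn7 tracer · Measure – percent inhibition normalized to high-control wells · Benchmarks – high control wells with 10 µM unlabelled Aha-Tn7 peptide (full inhibition) · Repeats – singlicate testing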
DDE Tn6 FP inh: inhibitors of Tn6 peptide binding to human fibrin DD(E). P02675. Fibrin DD(E) TRITC-Tn6 fluorescence polarization displacement. inhibition, % at 8.3 µM. 370,000 tested, 0.21% active;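 active = inhibition above a per-campaign cutoff: mean of compounds within control limits plus 3 SD, cut at about 15% in these data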;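 note: 0% = median of all compound wells on the plate and 100% = blocking peptide control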
proKLK7 act: proKLK7 (human) activation, primary screen; P49862; purified proKLK7, EDANS-DABCYL substrate fluorescence; 100% is mature enzyme control, 0% vehicle; activation, % at 7 µM; 370,000 tested, 0.9% active;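 active = activation above the mean of all tested compounds plus 3 SD, computed per campaign excluding outliers beyond control limits, cut at about 13% in these data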
ARFGAP1 inhibitor: inhibits rat ARF GTPase activating protein 1 | Q62848 | Arfgap1-stimulated ARF1 GTP hydrolysis, GDP FP detection | inhibition, % at 16.5 µM | 360,000 tested, 0.26% active | AID 651572;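 active = inhibition above a per-plate limit, mean inhibition of low control wells plus 3 SD, cut at about 25% in these data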;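 note: 0% = DMSO wells with enzyme and 100% = wells lacking Arfgap1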
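Assay system: Rat Arfgap1 GAP domain (His6, aa 1-136), purified enzyme | Buffer or medium: HEPES 25 mM pH 7.5, NaCl 150 mM, MgCl2, DTT | Schedule: GTP hydrolysis reaction 2 h at 25 °C | Signal: FP of antibody-bound GDP Alexa 633 tracer, ex 620/em 688 nm | Measure: Percent inhibition of Arfgap1-stimulated GTP hydrolysis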
HGIII-sPLA2 inh: Blocks human group III sPLA2 activity. Q9NZ20. inhibition, % at 12.2 µM. QFRET BODIPY PC-A2 liposome hydrolysis, fluorescence. 370,000 tested, 0.56% active. AID 743126;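 active = inhibition above mean plus 3 SD of compounds lying within the high and low control bounds, cut at about 19% in these data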;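 note: 0% = median of test compound wells and 100% = no enzyme DMSO wells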
* marks the source's active call; other numbers are inactive results; . = not tested or not shown; & = joins results of further samples.

Each structure is followed by: ASAP1 inh, PLC-gamma1 inh, PLC-beta3 inh, UHRF1 binding, NR1D1 modulator, Tn7 DDE FP, DDE Tn6 FP inh, proKLK7 act, ARFGAP1 inhibitor, HGIII-sPLA2 inh
> CCn1c(SCCN2CCCCC2)nc2c1c(=O)n(C)c(=O)n2C
→ -10, 0, -3, 0, -6, -6, -1, 0.1, -3, -6
> COc1ccccc1N1CCN(C(=O)C(=O)c2c(C)n(C)c3ccccc23)CC1
→ 0, 4, -1, -1, -9, 0, -3, 1.2, -1, -2
> COC(=O)CNC(=O)CNC(=O)Nc1ccccc1
→ 13, 5, 6, 4, -3, -1, -5, -0.8, 4, 6
> COc1ccc(CC(=O)OCC(=O)Nc2cccc(C(C)=O)c2)cc1OC
→ 9, 6, -4, 3, 4, -6, 15, -0.4, 2, -9
> O=C(CSc1n[nH]c(=O)n1C1CC1)Nc1ccc(F)c(Cl)c1
→ -7, 4, -1, -2, 1, -9, -5, -0.3, 14, 2
> NC(=O)CCc1nc2cc(C(F)(F)F)ccc2n(Cc2ccccc2)c1=O
→ 5, -1, -7, 3, -6, 3, 3, -0.5, -3, 10
> CCOC(=O)c1c(C)[n+](-c2ccc(C)cc2)c(CC)c2cc(OC)c(OC)cc12
→ 3, -145, -232, 1, 3, -6, 1, 5.6, 4, 3
> COc1ccc2cc(CCC(C)=O)ccc2c1
→ 3, 0, -1, 1, -3&-3, 4, 7, 0.2, 0, -4
> CCOC(=O)c1c(NC(=O)COC)sc(C)c1C
→ 7, -2, -1, 1, 0, 2, 4, -0.5, -2, 6
> CCOc1ccccc1NC(=S)N1CCCCCC1
→ -17, -1, -8, -1, -6, 4, 2, 0.4, 3, 9
> Cc1cc(C)c(NC(=O)COC(=O)Cn2nc(-c3ccccc3)oc2=O)c(C)c1
→ -6, 3, -5, 0, 1, -6, -4, 0.0, 2, 12
> CC(C)OC(=O)CC(=O)CSc1nc2c(cc1C#N)CCCCC2
→ -9, -61, -79, -2, 6, 5, -1, 24*, -6, -4
> CN1CCCCC(NC(=O)c2cccc(C(F)(F)F)c2)C1=O (stereo not given)
→ 7, 0, 3, 2, 0, 11, 3, 0.0, -5, 0
> Cc1ccc(S(=O)(=O)NCCSc2nnnn2-c2cc(C)ccc2C)cc1
→ 20, 1, 1, 8, 5, -4, -8, -0.3, 5, -49
> Cc1cc(C(=O)N/N=C/C=C/c2ccc([N+](=O)[O-])cc2)n[nH]1
→ 8, -5, -11, -2, -2, -6, -5, -0.2, 1, 2
> CCN1CCN(Cc2cc(=O)oc3ccc(Cl)cc23)CC1
→ 10, -3, -2, -4, -3, 0, -2, -0.6, 7, 0
> Nc1cc(=O)nc(SCC(=O)NC2CCCCC2)n1-c1ccccc1
→ 14, 3, 0, 0, 4, 1, 4, 0.5, 4, 0
> CCOc1cc(C(=S)N2CCCCC2)ccc1OS(=O)(=O)c1ccc(Br)cc1
→ 10, -4, 2, -3, -2, 0, -4, 0.5, 10, -2
> CCCCNC(=O)N1CCN(C(=O)c2ccco2)CC1
→ 3, 4, 4, -1, 7, 5, 8, 0.4, 10, 2
> Cc1ccc(NC(=O)CN(C)C(=O)c2cc(S(=O)(=O)N(C)C)ccc2N2CCCC2)cc1
→ 3, -2, -12, 1, 0, 1, 1, -0.1, 12, -3
> COC(=O)[C@@]12C[C@@H](CC(=O)NCCc3ccccc3OC)C(=O)N(Cc3ccc4c(c3)OCO4)C1=CCC(C)(C)C2
→ 5, 0, 2, 1, -7, -4, 3, 1.4, -11, -6
> CC(=O)Oc1ccc2c(=O)c(-c3ccccc3)coc2c1
→ 14, -271, -418, -1, 1, 2, 4, 90*, 0, -5
> COc1ccc2ccccc2c1C=NN1CCCCC1
→ -1, -5, 0, -2, 0, -2, -2, 0.3, -4, -7
> COc1cc(CNCc2ccccc2C(F)(F)F)cc(OC)c1
→ -7, 2, -2, -1, -2, 0, -1, 0.5, -6, 3
> COc1ccc(-n2cnnc2SCc2ncc(-c3ccccc3)o2)cc1
→ 7, 0, 1, -2, 3, -11, 7, -0.5, 3, -8
> O=C(CN1c2ccccc2S(=O)(=O)c2ccccc21)Nc1ccccc1F
→ -3, -7, -14, 2, 0, 0, 8, -0.9, 7, -5
> NC(=O)CSc1nnc(C2CC2)n1Cc1ccccc1
→ 3, -2, 1, -1, 2, -1, -2, 0.0, -5, -1
> O=C(NC1CCCCC1)C(c1ccc2ncccc2c1)N(Cc1cccs1)C(=O)c1cccs1 (stereo not given)
→ -2, -1, 0, 1, -2, 3, -5, 0.6, 9, 2
> NC(=O)CC(NC(=O)Cc1ccc(Cl)cc1)c1ccc(NC2CCCCC2)c([N+](=O)[O-])c1 (stereo not given)
→ 1, 5, 9, 2, 2, 8, 0, 0.5, -13, 6
> CCOC(=O)N1CCN(C(=O)/C=C/c2ccc3c(c2)OCO3)CC1
→ -2, -14, -15, -2, -3, 6, 3, -0.3, -2, 3
> Cc1cc(C)c(NC(=O)COC(=O)c2nc3nccc(C)n3n2)c(Cl)c1
→ 5, -2, -8, -1, 2, 1, 0, 0.4, -6, -2
> CC(=O)c1sc(C(C)(C)C)cc1NC(=O)c1ccccc1C(=O)O
→ -16, -1, -5, -2, -4, 9, 2, -0.1, -12, -2
> O=C(O)Cc1c(-c2ccccc2Cl)c2cc(Br)ccc2[nH]c1=O
→ 2, 2, -11, 0, -6, 0, -6, 0.3, 2, 1
> CCOC(=O)Cc1csc(NC(=O)CSc2nncn2C)n1
→ 0, 2, 3, -4, 1, -4, -1, 0.1, 4, -1
> Cc1ccccc1CN1CCCCC(NC(=O)C2CCCC2)C1=O (stereo not given)
→ ., 2, 1, -2, 2, 7, 4, 0.9, ., 16
> Cc1ccc(C)c(NC(=O)CC2Sc3ccccc3NC2=O)c1 (stereo not given)
→ 6, 5, 4, 2, 7, -1, 0, -0.5, -2, 6
> CC(/C=N\NC(=O)Cn1cncn1)=C/c1ccc(C(C)C)cc1
→ -6, 0, -8, 1, -1, 4, -7, 0.1, 3, -8
> Cc1ccc2nc(-c3ccccc3)c(-c3ccccc3)nc2c1
→ 0, -3, -9, -1, 3, -3, 1, -3.8, 8, -3
> O=C(Cc1ccc([N+](=O)[O-])cc1)c1ccc(O)cc1O
→ -9, -4, -9, 0, 5, 3, -4, 0.4, 4, -90
> CCc1ccc(Nc2n[n+](-c3ccccc3)c(-c3ccc(N(CC)CC)cc3)s2)cc1
→ -2, -105, -149, 1, 5, -4, -1, -0.8, 0, 23*
> O=C(NCCS(=O)(=O)N1CCN(c2ccccc2)CC1)c1ccccc1F
→ -18, -2, -8, 0, -1, 7, 7, 0.0, 6, -3
> COCCN1Cc2cccc(C(=O)NCCc3ccccc3)c2C1=O
→ -3, 8, -7, 6, 1, 5, -2, -0.5, -4, 11
> CCOC(=O)C1CCN(Cc2cn[nH]c2-c2ccc(C)cc2)CC1
→ -11, -3, -1, 4, 3, 9, -1, 0.0, 5, 6
> O=C(Nc1cccn(Cc2c(Cl)cccc2Cl)c1=O)C1CC1
→ -8, -1, -2, 0, 3, -2, -1, 0.0, -2, 2
> CCCCc1ccc(N2C(=NC(=O)C3CCCO3)SC3CS(=O)(=O)CC32)cc1 (stereo not given)
→ -5, 9.6*, -4, 0, -1, 9, -1, 0.2, 9, -11
> Cc1cc(O)ccc1-c1ccc2nncn2c1
→ -4, 0, 1, -2, -3, -1, -7, 0.3, -6, 8
> CN1CCN(C(=O)c2cc(COc3c(F)cccc3F)on2)CC1c1ccccc1 (stereo not given)
→ 1, -3, 0, 2, 4, 2, 7, -0.5, 0, 1
> COCCn1c(=O)c2c(nc3n2CCCN3CCc2ccc(OC)c(OC)c2)n(C)c1=O
→ -10, 4, 4, 3, -4, -3, 1, 0.1, -11, 4
> CC(=O)Nc1sc(N/N=C\c2ccccc2F)nc1-c1cccs1
→ -5, -9, -6, 4, 1, 6, -5, 0.1, 5, 13
> COc1ccc(N2C(=O)c3n[nH]c(C(C)C)c3C2c2ccc(F)cc2)cc1 (stereo not given)
→ 14, 1, -2, 1, 2, 1, -3, 0.8, -11, -7
> N#CC1=C2C=CC=CN2CC1=O
→ -4, -50, -67, -5, 7, 1, 8, 3.6, -6, -4
> Brc1ccc(-c2noc(COc3ccc4ccccc4c3)n2)o1
→ -4, -5, -2, 0, -1, 2, -7, -0.2, -2, -10
> CN(C)C(=O)CSc1ccc(S(=O)(=O)N2CCCC2)cn1
→ 5, -10, -22, 4, 0, 5, -12, -1.5, 18, -3
> Cc1ccccc1C(=O)NNC(=O)c1cc(N)cc([N+](=O)[O-])c1
→ 16, -1, -3, 0, -4, 9, -8, 0.1, 3, 12
> CC(C#N)Sc1ccc(S(=O)(=O)N2CCCCC2)cn1 (stereo not given)
→ -9, 1, 1, 2, -3, 0, -8, 0.1, -3, -4
> C=CCOC(=O)c1cn(CC)c2nc(C)ccc2c1=O
→ -12, -1, -4, -1, -9, 1, 2, 0.1, -1, 0
> O=C(Nc1cccc(Cl)c1)c1cc2c(=O)n3ccccc3nc2s1
→ 3, -18, -35, 1, -14, -5, 5, -0.7, 8, 2

Another view of 2 compounds above:
structure,ASAP1 inh,PLC-gamma1 inh,PLC-beta3 inh,UHRF1 binding,NR1D1 modulator,Tn7 DDE FP,DDE Tn6 FP inh,proKLK7 act,ARFGAP1 inhibitor,HGIII-sPLA2 inh
CC(C#N)Sc1ccc(S(=O)(=O)N2CCCCC2)cn1 (stereo not given),-9,1,1,2,-3,0,-8,0.1,-3,-4
COCCN1Cc2cccc(C(=O)NCCc3ccccc3)c2C1=O,-3,8,-7,6,1,5,-2,-0.5,-4,11

Source: PubChem BioAssay
